Screening results deposited in PubChem BioAssay by National Center for Advancing Translational Sciences (NCATS).
Lipid storage S3 – qHTS Assay for Lipid Storage Modulators in Drosophila S3 Cells | Drosophila S3 cells, BODIPY lipid droplet fluorescence, 18-24 h; cells fed with added oleic acid | lipid storage change, negative = inhibition, % at the top dose, mostly 46.1 µM; hits show Potency in µM | 320,000 compounds, 0.64% hits; active = well fitted inhibition curve with a large enough effect in the signal ratio, with a control signal flat, not every such curve was filed as active; inconclusive = small, poorly fitted or top-dose-only effect, or effect the other way, or a change in a side signal; the % refers to the signal ratio
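Laser-scanning cytometry quantifies lipid droplet accumulation (500–530 nm total intensity; droplet/cell object ratio) in oleic acid-fed (400 uM added) Drosophila S3 cells treated with a concentration series. 20 uM Triacsin C defined 100% inhibition.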
Lipid storage S3 cell count max – second read-out of Lipid storage S3, no call of its own (marks repeat the call); cell number change, %; measured here: cell count max response;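 cells counted by Cell Tracker Red CMTPX staining in the red channel; peak over a dose series mostly up to 46.1 µM; percent activity relative to internal control wells on each plate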
* hit, by the source's call; i = inactive; ? = inconclusive; · = no result given; [ ] = remark or other dose. % is set by controls: 0 for no effect and ±100 for the full control effect; potency is the fitted concentration of half-maximal effect.

Order of results: Lipid storage S3 cell count max, Lipid storage S3
C/C(CC(=O)NC1CCCC1)=N\NC(=O)Cc1cccs1
  -15.1, -4.4%
CN(C)CCNS(=O)(=O)c1ccc(Cl)cc1
  8.3, 2.7%
COC(=O)Cn1c(O)c(N=NC(=O)CNC(=O)c2ccncc2)c2ccccc21
  19.1, i
Cc1ccccc1NC(=O)Cc1cccc(C(F)(F)F)c1
  9.6, 4.2%
Cc1ccc(OCCn2cc(/C=C(\C#N)C(=O)NCC3CCCO3)c3ccccc32)cc1 (stereo not given)
  ·, ?
COc1ccc(S(=O)(=O)Nc2ccc(CC#N)cc2)cc1
  ·, ?
COc1ccccc1C(=O)Nc1ccc(S(=O)(=O)Nc2nccs2)cc1
  7.6, i
COc1ccc(Cl)cc1C(=O)Nc1ccc(S(N)(=O)=O)cc1
  5.9, 1.3%
COC(=O)[C@@H](NC(=O)/C=C/c1ccc(OC)cc1)C(C)C
  ·, ?
COc1cc(/C=N/NC(=O)c2cc(-c3ccco3)nc3ccccc23)cc(OC)c1O
  ·, -15.7%
COCCn1c(SCC(=O)Nc2nnc(C)s2)nnc1-c1ccoc1C
  -0.6, 11.2%
Cn1c(=O)c2c(nc(SCC(=O)NCC3CCCO3)n2C)n(C)c1=O (stereo not given)
  ·, ?
CCCC(=O)NCc1cc(-c2nn(C)c(=O)c3ccccc23)ccc1C
  -3.3, -6.7%
COc1ccc(CN2CC(=O)N(c3ccccc3OC)C2=S)cc1OC
  ·, 18.9%
CC1CN(S(=O)(=O)c2ccc(C(=O)N(CCCN(C)C)c3nc4cc5c(cc4s3)OCCO5)cc2)CC(C)O1 (stereo not given)
  ·, i
COc1ccc(C(=O)Nc2cccc3c2CCCC3)cc1
  16.6, 15.1%
Cc1c(C(=O)OCCOC(C)C)[nH]c2c1C(=O)CC(c1ccco1)C2 (stereo not given)
  ·, ?
Nc1cc(=O)[nH]c(SCC(=O)NNC(=O)Cc2ccccc2)n1
  ·, i
Cc1ccc(C(=O)NC(=S)NNC(=O)c2ccccc2O)cc1
  ·, ?
CCOc1ccc(C(=O)NCCN2CCCC2)cc1
  18.7, 2.4%
Cc1ccc(C2c3sc(=O)[nH]c3SC3C4CC(C5C(=O)N(C(C)C(=O)O)C(=O)C45)C23)cc1 (stereo not given)
  ·, ?
C=C(C)c1cccc(C(C)(C)NC(=O)NCc2cccnc2)c1
  16.2, 19.2%
OC1O[C@H](c2ccc3c(c2)OCO3)[C@H]2CO[C@H](c3ccc4c(c3)OCO4)[C@@H]12 (stereo not given in full)
  ·, ?
CCOC(=O)Cn1nc(C)cc1NC(=O)c1cc(OC)c(OC)c(OC)c1
  ·, ?
Cc1cc(N2CCN(C)CC2)nc2ccc(NC(=O)CCC(=O)NCCc3ccc(Cl)cc3)cc12
  ·, ?
Cc1cc(C(=O)N/N=C/c2ccncc2)c2ccccc2n1
  24.1, i
O=C(c1ccccc1)N1C(=O)C(c2ccccc2)Oc2ccccc21 (stereo not given)
  -14.1, -21.2%
COc1ccc2oc(=O)c(C(=O)OCc3ccccc3)cc2c1
  -10.7, -8.9%
CCN(CC)CCCNC(=O)c1cc(Sc2nnc(C)s2)nc2ccccc12
  9.1, -18.9%
CCO[C@@H]1c2c(ccc3ccc(=O)oc23)OC(C)(C)[C@@H]1O
  ·, ?

2 of these compounds, set out differently:
Molecule,Lipid storage S3 cell count max,Lipid storage S3
Cc1ccc(C2c3sc(=O)[nH]c3SC3C4CC(C5C(=O)N(C(C)C(=O)O)C(=O)C45)C23)cc1 (stereo not given),·,?
C=C(C)c1cccc(C(C)(C)NC(=O)NCc2cccnc2)c1,16.2,19.2%

(continued)
Order of results: Lipid storage S3 cell count max, Lipid storage S3
COC(=O)c1cccc(NC(=S)N2CCCCC2)c1
  9.3, 7.7%
O=C(/C=C/c1ccccc1Cl)NCCc1ccccc1
  -11.1, -0.4%
Cc1ccc2nc(C)c(C(=O)N/N=C/c3ccccc3[N+](=O)[O-])cc2c1
  ·, ?
Cc1occc1-c1nnc(SCC(N)=O)n1Cc1ccccc1
  -9.1, i
CC(C)(C)C(=O)Nc1scc(-c2ccc(-c3ccccc3)cc2)c1C(=O)O
  ·, ?
CN1C(=O)c2ccccc2NC(=O)[C@]12O[C@@H]2c1cccc(O)c1
  -21.9, -17.0%
Cc1ccccc1C(=O)N1CCC(C(=O)N(C)CCOc2ccccc2)CC1
  21.2, 7.8%
CCOc1ccccc1NC(=O)C(OC(=O)c1cc(C)oc1C)c1ccccc1 (stereo not given)
  ·, ?
Cc1noc(C(=O)N2CCN(c3ccc(F)cc3)CC2)c1Cl
  8.6, 2.5%
Cc1ccc(CNC(=O)C2CCCN(S(C)(=O)=O)C2)cc1 (stereo not given)
  ·, ?
CC1(C(=O)NC2CCCCCCC2)CCC(=O)N1Cc1cccnc1 (stereo not given)
  ·, ?
COc1ccc(/C=C/c2ccc3c(Br)ccc(O)c3n2)cc1
  15.4, -9.1%
O=C(CN1C(=O)/C(=C/c2ccccc2Cl)SC1=S)NC1CCS(=O)(=O)C1 (stereo not given)
  ·, ?
Cc1cccc(N(C(=O)c2snc(C(N)=O)c2N)C(C(=O)NCC2CCCO2)c2ccc(N(C)C)cc2)c1C (stereo not given)
  ·, ?
CC(=O)Oc1cccc(C(=O)Nc2ccc3c(c2)C(=O)N(CC2CCCO2)C3=O)c1 (stereo not given)
  ·, ?
CCOC(=O)c1ccc(NC(=O)CN2C(=O)NC3(CCC(C)CC3)C2=O)cc1 (stereo not given)
  5.2, -18.5%
O=C(CSc1ccccn1)N1CCN(c2ncc(C(F)(F)F)cc2Cl)CC1
  6.6, 4.4%
O=C(CSc1nnc(-c2ccccc2)o1)Nc1ccccc1F
  ·, ?
COc1cc(C2C(C(=O)c3sc(C)nc3C)=C(O)C(=O)N2CCN(C)C)cc(OC)c1OC (stereo not given)
  0.9, -1.6%
CCOC(=O)c1c(C)nc2c(c1-c1ccccc1)C(=O)c1ccccc1-2
  ·, ?
CC(C)(OC1OC(CO)C(O)C(O)C1O)[C@H]1Oc2ccc3ccc(=O)oc3c2[C@H]1O (stereo not given in full)
  ·, ?
O=C(CCc1ccc(S(=O)(=O)N2CCOCC2)cc1)Nc1ccc2c(c1)OCCO2
  ·, ?
COc1ccc(CCNC(=O)C2CCN(S(=O)(=O)N3CCCCCC3)CC2)cc1OC
  ·, ?
CCOC(=O)C(C)Oc1ccc(NC(=O)C(Cl)(Cl)Cl)cc1 (stereo not given)
  -1.7, 13.0%
CC(CCc1ccco1)NC(=O)CCc1nnc2ccc(NCc3ccccc3Cl)nn12 (stereo not given)
  ·, ?
O=C(Nc1nc2n(n1)C(c1ccc(F)cc1)CC(c1ccccc1)N2)c1ccco1 (stereo not given)
  12.6, 2.9%
COc1ccc2[nH]cc(CCNS(=O)(=O)c3ccc(NC(C)=O)cc3)c2c1
  -13.3, -0.5%
CCN1CCN(C(=O)/C=C/c2ccccc2[N+](=O)[O-])CC1
  -7.9, 4.7%
COc1ccc(-n2c(=O)c3c4c(sc3n(Cc3cccc(F)c3)c2=O)CN(C(C)=O)CC4)c(OC)c1
  ·, i
NS(=O)(=O)c1ccc(CCNS(=O)(=O)c2cccc3cccnc23)cc1
  -4.2, i
CCOc1ccc(NC(=O)/C(=C\c2ccc(OC(C)=O)c(OC)c2)NC(C)=O)cc1
  ·, ?
Cc1ccc(C(CC(=O)O)NC(=O)c2ccc(S(=O)(=O)N3CC(C)OC(C)C3)cc2)cc1 (stereo not given)
  -3.6, 4.8%
O=C(CCOc1ccccc1)Nc1ccc(S(=O)(=O)N2CCCC2)cc1
  -12.0, -4.9%
O=S(=O)(Nc1ccc(-c2ccc3nncn3n2)cc1)c1cccs1
  16.5, -9.7%[0.0737 µM]
COCC1CCN(C(=O)c2cc(COc3cc(C)c(Cl)c(C)c3)on2)C1 (stereo not given)
  -5.4, i
Nc1nc(NCC(=O)O)nc(NCc2ccccc2)c1[N+](=O)[O-]
  -23.4, 13.6%
O=C(Nc1ccn(CC(=O)N2CCN(c3ccccn3)CC2)c(=O)n1)OCc1ccccc1
  ·, ?
CC1CCC2(CC1)NC(=O)N(NC(=O)C1CCN(C(=O)c3ccc(Cl)cc3)CC1)C2=O (stereo not given)
  ·, ?
COC(=O)Cn1c(=N)n(CCN2CCCCC2)c2ccccc21
  ·, ?
Cc1ccc(S(=O)(=O)Nc2ccc(=O)n(Cc3ccc(Cl)c(Cl)c3)c2)cc1
  ·, ?
Cc1[nH][nH]c(=O)c1C(c1ccc(-c2ccccc2C(=O)O)o1)c1c(C)[nH][nH]c1=O
  ·, ?
COC(=O)c1ccc2c(=O)n(CCCCCC(=O)N3CCN(c4ccccc4)CC3)c(=O)[nH]c2c1
  ·, ?
C=CCn1c(NCc2ccc(N(C)C)cc2)nc2ccccc21
  ·, i
O=C(COC(=O)Cn1cnc2ccccc21)Nc1cc2c(cc1Cl)C(=O)c1ccccc1C2=O
  ·, ?
COc1ccc(CCn2c(-c3ccco3)nc3nc4ccccc4nc32)cc1
  ·, ?
CCOC(=O)c1c(NC(=O)CN2C(=O)NC3(CCCCC3)C2=O)sc(C)c1-c1ccc(C)cc1
  ·, ?
O=C(Nc1ccc2oc(-c3ccc(F)cc3)nc2c1)c1ccccc1F
  ·, ?
Nc1cccc2c1C(=O)N(CCOc1ccccc1F)C2=O
  ·, ?
O=C(COc1ccccc1)Nc1ccc2c(c1)Cc1cc(NC(=O)COc3ccccc3)ccc1-2
  2.8, 5.2%
COc1cccc(Nc2nc(N)nc(CCl)n2)c1
  -5.8, -28.1%
O=C(Cn1cnc2ccccc2c1=O)N1CCOCC1
  -24.0, -6.1%
CC(C)CN=c1cc(-c2ccccc2)oc2ccc(Cl)cc12
  ·, ?
CC1CCN(S(=O)(=O)c2ccc(Oc3ccc([N+](=O)[O-])cc3)cc2)CC1
  -26.0, i
Cc1nc2sc(-c3ccccc3)nn2c(=O)c1Br
  12.2, 0.8%
COc1ccc(CCNC(=O)/C=C/c2ccc(OC)c(S(=O)(=O)N3CCOCC3)c2)cc1
  7.5, -3.0%
Cc1sc2nc(CN3CCCCC3)nc(Nc3ccc4c(c3)OCCO4)c2c1C
  ·, i
O=C(C[n+]1cc(-c2ccccc2)n2c1CCCCC2)c1ccc(Br)cc1
  -9.7, -17.3%
Cn1ccnc1SCC(=O)Nc1sccc1C#N
  -10.3, 6.6%
COc1nc(NCCC2=CCCCC2)nc(OC)n1
  ·, ?
NC1=NC(=Nc2ccccc2)c2ccccc21
  ·, ?

Among those listed so far, 2 have a CF3 group:
Order of results: Lipid storage S3 cell count max, Lipid storage S3
Cc1ccccc1NC(=O)Cc1cccc(C(F)(F)F)c1
  9.6, 4.2%
O=C(CSc1ccccn1)N1CCN(c2ncc(C(F)(F)F)cc2Cl)CC1
  6.6, 4.4%

At a glance, part of the list above.
Order of results: Lipid storage S3 cell count max, Lipid storage S3
Cn1ccnc1SCC(=O)Nc1sccc1C#N
  -10.3, 6.6%
COc1nc(NCCC2=CCCCC2)nc(OC)n1
  ·, ?
NC1=NC(=Nc2ccccc2)c2ccccc21
  ·, ?

Other results.
Order of results: Lipid storage S3 cell count max, Lipid storage S3
O=C(CCCOc1ccc(Cl)cc1)N1CCCCCC1
  ·, ?
Cc1cc(N2C(=O)C3C4C=CC(C4)C3C2=O)ccc1NC(=O)c1cccs1 (stereo not given)
  ·, ?
O=C(O)C1CC=CCC1C(=O)Nc1ccc2c(c1)OCCO2 (stereo not given)
  8.5, -0.7%
Fc1ccc(Cn2nnnc2C(c2cccs2)N2CCCCCC2)cc1 (stereo not given)
  -21.7, i
O=C(NCCOc1ccccc1)C1CCC(=O)N(C2CCCCCC2)C1 (stereo not given)
  ·, ?
CC(C)NC(=O)C1CCN(S(=O)(=O)c2ccc(N3CCCC3=O)cc2)CC1
  -15.6, i
S=c1[nH]nc(-c2ccncc2)n1Cc1ccccc1
  ·, ?
COc1ccc(C(=O)Nc2cnc3sc(C)nn3c2=O)cc1
  2.2, 1.2%
Cc1cc(C(F)(F)F)nn1CC(=O)Nc1ccc2c(c1)OCO2
  5.9, -23.3%
CC(NC(=O)Cn1c(=O)oc2cc(S(=O)(=O)N3CCCC3)ccc21)c1ccccc1 (stereo not given)
  ·, ?
CC(=O)N1c2ccc(S(=O)(=O)NCCC(=O)Nc3ccc(C)cn3)cc2CC1C (stereo not given)
  22.4, i
COCC(=O)Nc1ccc(N2CCN(c3ccccc3)CC2)c(F)c1
  ·, ?
O=C(Nc1ccc(Cl)cc1)OCc1ccccn1
  -11.6, 6.2%
Cc1ccccc1Cn1c(C)cc(C)c(C#N)c1=O
  ·, ?
Cc1ccc(CNC(=O)COC(=O)c2nc(-c3ccccc3)oc2C)cc1
  ·, ?
CC(C)(C)OC(=O)N1CCCN(C(=O)Nc2ccccc2)CC1
  ·, 1.3%

The list is partial; the hit share may differ from the screen's.
